WRN helicase inh: qHTS for Inhibitors of WRN Helicase | AID 651768, 2012 | Potency, µM (series often up to 114 µM), for the others: at the top dose activity change, negative = inhibition, actives largely listed as inhibitors | WRN helicase unwinding, fluorescent forked duplex, kinetic | 0.46% of 360,000 active | Bifunctional 3'-5' exonuclease/ATP-dependent helicase WRN (Homo sapiens), Q14191; also: potency is read from the fitted curve at half-maximal effect; % is scaled to controls: 0 for no effect and ±100 for the full control effect; nearly all actives have a fitted effect of over 55% in size
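Enzyme (20 nM final) and test compound sit together 15 min at room temperature before substrate addition. Substrate is a single-forked duplex oligonucleotide (100 nM) labelled with fluorophore and quencher, with 2 mM ATP; helicase unwinding raises red fluorescence, read kinetically.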
EPAC1 antagonist: qHTS for Antagonist of cAMP-regulated guanine nucleotide exchange factor 3 (EPAC1): primary screen; Rap guanine nucleotide exchange factor 3 (Homo sapiens), O95398; Potency, µM (top dose mostly 115 µM), for the others: at the top dose activity change, negative = inhibition, most hits filed as inhibitors; 0.14% of 360,000 active; EPAC1 GEF assay, Rap1b-BODIPY-GDP exchange fluorescence; AID 720709, 2013;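 also: potency is read from the fitted curve at half-maximal effect; plate controls were vehicle for no effect and positive control for full effect; nearly all actives have a fitted effect of over 50% in size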
Target sequence (O95398 whole entry, looked up): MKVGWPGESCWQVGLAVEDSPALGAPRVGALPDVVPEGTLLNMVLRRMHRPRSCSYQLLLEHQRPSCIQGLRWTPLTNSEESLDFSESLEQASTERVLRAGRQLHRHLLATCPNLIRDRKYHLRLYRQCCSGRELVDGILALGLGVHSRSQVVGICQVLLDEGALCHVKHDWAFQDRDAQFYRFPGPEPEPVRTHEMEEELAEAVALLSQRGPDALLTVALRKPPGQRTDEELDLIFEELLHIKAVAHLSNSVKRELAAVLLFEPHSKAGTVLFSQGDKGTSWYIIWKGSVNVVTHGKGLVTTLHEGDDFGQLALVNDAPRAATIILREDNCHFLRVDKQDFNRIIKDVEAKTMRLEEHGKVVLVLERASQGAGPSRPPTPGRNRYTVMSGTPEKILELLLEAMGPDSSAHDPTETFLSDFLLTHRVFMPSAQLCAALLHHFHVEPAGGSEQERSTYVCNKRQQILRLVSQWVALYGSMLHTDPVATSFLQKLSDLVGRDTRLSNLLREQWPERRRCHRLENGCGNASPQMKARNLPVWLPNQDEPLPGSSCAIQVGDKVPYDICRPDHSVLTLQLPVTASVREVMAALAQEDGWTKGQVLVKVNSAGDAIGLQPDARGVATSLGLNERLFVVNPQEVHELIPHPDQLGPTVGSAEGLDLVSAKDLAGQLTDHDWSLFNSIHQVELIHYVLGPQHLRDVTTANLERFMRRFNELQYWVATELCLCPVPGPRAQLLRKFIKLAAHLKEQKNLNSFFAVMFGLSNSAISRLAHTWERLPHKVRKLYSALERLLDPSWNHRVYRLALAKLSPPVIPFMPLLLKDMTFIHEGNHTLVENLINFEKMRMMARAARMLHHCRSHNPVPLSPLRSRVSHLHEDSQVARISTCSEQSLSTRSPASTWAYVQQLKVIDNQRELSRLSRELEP
Mm-Cpn inhibitor: Inhibitors of TCP-1 ring complex (TRiC) of Methanococcus maripaludis (MmCpn): qHTS; purified Mm-Cpn ATPase, ADP Transcreener TR-FRET; Potency, µM (top dose mostly 76.9 µM), for inactives: top-dose activity, negative = inhibition, actives largely listed as inhibitors; 0.031% of 330,000 active; also: potency is read from the fitted curve at half-maximal effect; % is scaled to controls: 0 for no effect and ±100 for the full control effect; nearly all actives have a fitted effect of over 80% in size
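Reaction buffer contained 30 mM Tris pH 7.4, 100 mM KCl, 5 mM MgCl2 and 1 mM DTT. Mm-CPN (25 nM final) hydrolysed 10 uM ATP over 30 min at 37°C; ADP was read by HTRF.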
CCT chaperon mod: High-Throughput Screening for Modulators of Cytosolic Chaperonin Activity | purified chaperonin ATPase assay, HTRF ADP detection, 30 min | activity change, % (concentration not given with the values), hits read low | 0.3% of 360,000 active; in the data active = activity change below about -30%; also: % is scaled to controls: 0 for no effect and ±100 for the full control effect
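TRiC (40 or 20 nM final, by batch activity) in 30 mM Tris pH 7.4, 100 mM KCl, 5 mM MgCl2, 1 mM DTT was treated with compound at 76 uM single dose, then 10 uM ATP, 30 min at 37 °C. ADP was read by HTRF Transcreener.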
EPAC2 antag: qHTS for Antagonist of cAMP-regulated guanine nucleotide exchange factor 2 (EPAC2): primary screen; Rap guanine nucleotide exchange factor 4 (Homo sapiens), Q8WZA2; AID 720708, 2013; EPAC2 GEF exchange of Rap1B-BODIPY-GDP, fluorescence; Potency, µM (series often up to 114 µM), without a hit: top-dose activity, negative = inhibition, actives largely listed as inhibitors; 0.18% of 360,000 active; also: potency is read from the fitted curve at half-maximal effect; % is scaled to controls: 0 for no effect and ±100 for the full control effect; nearly all actives have a fitted effect of over 45% in size; many of its hits are not listed in these tables
EPAC1 agonist: qHTS for Agonist of cAMP-regulated guanine nucleotide exchange factor 3 (EPAC1): primary screen; 0.073% of 360,000 active; Rap guanine nucleotide exchange factor 3 (Homo sapiens), O95398; Potency, µM (doses to about 154 µM), without a hit: at the highest dose activation, actives largely listed as activators; EPAC1 agonist qHTS, biochemical assay; response scale: 100% = response to 6.5 mM cAMP; AID 720707, 2013; also: potency is read from the fitted curve at half-maximal effect; nearly all actives have a fitted effect of over 60% in size
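Fluorescent GDP-exchange assay: 100 nM EPAC1 with 250 nM Rap1B preloaded with BODIPY-GDP and 50 uM GDP; compounds tested as concentration series, 5 min at room temperature, then read every 5 min for 30 min (ex 480/em 540 nm); normalized to 6.5 mM cAMP.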
PLK1 PBD block: qHTS for Inhibitors of PLK1-PDB (polo-like kinase 1 - polo-box domain): Primary Screen; Potency, µM, for the others: max response, negative = inhibition, most hits filed as inhibitors; 2.8% of 360,000 active; AID 720504, 2013; Plk1 PBD binding of FITC phosphopeptide, fluorescence polarization; also: potency is read from the fitted curve at half-maximal effect; series mostly up to about 57 µM; % is scaled to controls: 0 for no effect and ±100 for the full control effect; nearly all actives have a fitted effect of over 65% in size
PI5P4K alpha inh: qHTS for Inhibitors of phosphatidylinositol 5-phosphate 4-kinase (PI5P4K) | Phosphatidylinositol 5-phosphate 4-kinase type-2 alpha (Homo sapiens), P48426 | PI5P4Kalpha enzyme, ADP-Glo luminescence, 60 min; hits give low values | max response, % | 1.2% of 330,000 active; active = max response of -50% or lower; inconclusive = between -30% and -50%; inactive = -30% or higher; also: value at the top dose of about 77 µM; % is scaled to controls: 0 for no effect and ±100 for the full control effect
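PI5P4Kalpha ADP-Glo assay; 5 microM ATP final; 60 min RT reaction; HEPES pH 7.4/EGTA/CHAPS, 5% DMSO; controls lacking substrate or enzyme; luminescent end-point.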
Starred values were filed as active, the others as inactive; ? = inconclusive; · = no result given; [ ] = another dose, or the depositor's remark. Unless noted, calls follow the shape of the dose curve; as a rule, active = well fitted curve in the direction sought with a large enough effect; inconclusive = small, poorly fitted or top-dose-only effect, or another doubt; inactive = no such curve, though single readings can be large; an effect the other way counts as inactive or inconclusive. Only part of the results is shown; count on the stated rates, not on these rows.

SMILES | WRN helicase inh | EPAC1 antagonist | Mm-Cpn inhibitor | CCT chaperon mod | EPAC2 antag | EPAC1 agonist | PLK1 PBD block | PI5P4K alpha inh
CCOC(=O)c1cc(NC(=O)N(CC)C2CCCCC2)c(C)nc1C | 0.1% | 6.4% | -0.7% | -1.2 | -0.9% | -3.3% | 0.1% | ·
O=C(COC(=O)c1cc(Cl)cc(Cl)c1)NCc1ccco1 | -3.1%[11.6 µM] | -13.3% | -0.1% | -0.8 | -1.8% | -1.4% | -15.9% | -26.4
CC1CCC2(CC1)NC(=O)N(Cc1cccc(C(F)(F)F)c1)C2=O (configuration not stated) | -4.7% | -6.1% | 1.8% | 2.7 | ? | -11.6% | 13.1% | 3.0
Cc1ccc(C)c(OCCn2cc(/C=C(\C#N)C(=O)NCC3CCCO3)c3ccccc32)c1 (configuration not stated) | -11.5% | -3.4% | -1.2% | -3.2 | -23.0% | 7.4% | 29.9µM* | 9.4
CC(=O)Nc1ccc(Nc2ccccc2)cc1 | -4.5% | 10.3% | -3.9% | 2.2 | -6.9% | 7.5% | -17.2% | 2.0
CCOC(=O)C[C@H]1c2cc(F)ccc2S(=O)(=O)N1C1CCCCC1 | 1.4% | -5.0% | · | -0.4 | 6.0% | 10.1% | 1.8% | 3.7
Cn1c2ccccc2n2c(=O)cc(-c3ccccc3)c(C#N)c12 | ? | 1.4% | -4.7% | -0.3 | 3.0% | 8.4% | -3.1% | 4.2
CN(CC(=O)Nc1ccccc1C(F)(F)F)C(=O)CSc1nnc(N)s1 | 16.9% | -10.4% | -0.9% | -5.5 | -0.8% | 0.8% | -15.2% | -1.2
CC(Sc1nnc(C2CC2)n1C1CC1)C(=O)c1ccc(F)cc1 (configuration not stated) | 1.7% | 0.9% | 2.4% | 0.7 | 0.9% | 11.8% | ? | -0.6
CCOC(=O)C(C)n1cnc2c(nnn2-c2ccc(F)cc2)c1=O (configuration not stated) | 0.5% | 10.3% | -3.1% | 0.1 | 10.1% | 9.9% | -2.7% | -1.5
COc1ccc(NC(=O)N(C)C[C@H]2Oc3ccc(NC(=O)CCN4CCOCC4)cc3C(=O)N([C@@H](C)CO)C[C@H]2C)cc1 | 5.6% | -7.9% | -1.4% | -4.7 | -1.7% | 1.9% | -15.3% | -0.3
O=C1NC(Cc2ccccc2)c2nc3ccc(F)cc3c(=O)n2-c2cc3ccccc3cc21 (configuration not stated) | 4.4% | 1.4% | · | 1.7 | -0.1% | -0.9% | -0.8% | 4.9
C[C@@H]1CN([C@H](C)CO)C(=O)c2cc(Br)cnc2O[C@@H]1CN(C)C(=O)Nc1cccc(F)c1 | 6.3% | 8.2% | · | -2.5 | 3.9% | -2.8% | 1.0% | 0.5
O=C(c1cccc2ccccc12)N1CCCCC1 | 11.8% | 6.9% | 2.1% | -3.3 | 0.6% | 0.8% | -10.7% | -8.3
COc1ccccc1OCC(=O)NNC(=O)CSC(=S)N1CCCC1 | 7.1% | -2.3% | 2.0% | 1.7 | 5.1% | 16.8% | -11.3% | 0.5
CC(C)(C)OC(=O)Nc1ccccc1-n1nnnc1C(C(=O)c1ccccc1)N1CCN(c2ccccn2)CC1 (configuration not stated) | -4.7% | 3.8% | · | · | -0.1% | 9.9% | -9.8% | 5.1
N#C/C(=C\c1cccn1S(=O)(=O)c1cccc([N+](=O)[O-])c1)S(=O)(=O)c1ccc(F)cc1 | -7.6% | -7.5% | · | 1.0 | -1.3% | 5.1% | ? | 0.7
CCOc1ccc(-n2c(N)c(-c3nc4ccccc4n3C)c3nc4ccccc4nc32)cc1 | 1.3% | -0.1% | -0.6% | -2.5 | 3.0% | 9.6% | -16.7% | 11.3
NC(=S)N/N=C1\CC(n2nnn(-c3cccc(Cl)c3)c2=S)C2COC1O2 (configuration not stated) | -6.8% | -15.7% | -16.9% | -3.3 | -17.2% | 4.8% | -21.7% | -18.4
O=C(Nc1ccc(F)c(F)c1)c1ccc(F)c(S(=O)(=O)N2CCC3(CC2)OCCO3)c1 | -9.4% | -8.0% | 0.3% | -0.8 | -15.3% | -1.6% | 2.3% | 3.3

Compounds above that have an aryl thioether with sulfur outside any ring:
SMILES | WRN helicase inh | EPAC1 antagonist | Mm-Cpn inhibitor | CCT chaperon mod | EPAC2 antag | EPAC1 agonist | PLK1 PBD block | PI5P4K alpha inh
CN(CC(=O)Nc1ccccc1C(F)(F)F)C(=O)CSc1nnc(N)s1 | 16.9% | -10.4% | -0.9% | -5.5 | -0.8% | 0.8% | -15.2% | -1.2
CC(Sc1nnc(C2CC2)n1C1CC1)C(=O)c1ccc(F)cc1 (configuration not stated) | 1.7% | 0.9% | 2.4% | 0.7 | 0.9% | 11.8% | ? | -0.6

(cont.)
SMILES | WRN helicase inh | EPAC1 antagonist | Mm-Cpn inhibitor | CCT chaperon mod | EPAC2 antag | EPAC1 agonist | PLK1 PBD block | PI5P4K alpha inh
CCCNC(=O)C1(C)CCCN(C(=O)c2cc(F)ccc2C)C1 (configuration not stated) | 5.4% | 3.6% | · | -0.3 | 9.5% | 2.8% | -5.4% | 0.1
COC(=O)N/N=C1/C/C(=N\NC(=O)OC)c2ccccc21 | 6.7% | 6.5% | 0.5% | 1.5 | 3.2% | 1.8% | -11.3% | 0.6
CCn1c(Cc2cccs2)nnc1SCC(=O)NC(C)(C)C | 13.6% | 8.3% | -1.7% | 1.2 | 12.8% | -7.1% | -3.3% | 17.2
COCCNC(=O)c1cccc(OC2CCN(Cc3ccccc3C)CC2)c1 | 8.4% | -3.2% | -1.5% | -0.2 | -2.1% | 9.0% | -4.7% | 0.6
O=C(c1ccc(CS(=O)(=O)c2c(Cl)cccc2Cl)o1)N1CCCC1 | 2.3% | -3.7% | 1.2% | -6.1 | 7.4% | 1.8% | -20.4% | -4.7
Cc1cc(C)nc(Nc2nc(C(N)Cc3ccc(C(F)(F)F)cc3)cs2)n1 (configuration not stated) | -6.4% | -17.9% | · | -3.4 | 2.6% | -25.7% | -10.6% | -2.7
O=C(COC(=O)C1(c2ccccc2F)CCCC1)N1CCc2ccccc21 | -2.8% | 2.4% | 2.7% | 0.8 | -3.6% | -0.2% | 4.4% | 0.6
COc1ccc(Cc2nnc(NS(=O)(=O)c3ccc([N+](=O)[O-])cc3)s2)cc1 | -5.9% | -3.1% | -2.9% | 1.0 | -16.3% | 3.3% | 29.9µM* | -23.6
CCCOc1ccc(Cn2ccnc2)cc1[N+](=O)[O-] | 8.1% | 4.0% | -0.3% | -0.1 | 10.6% | -8.9% | 0.7% | -1.7
Cc1ccc(-c2nc(N3CCN(C)CC3)c3ccccc3n2)cc1 | -5.0% | -17.3% | -19.6% | -2.2 | -1.7% | 2.7% | -10.7% | 3.4

Results in WRN helicase inh, for two of the compounds above:
SMILES,WRN helicase inh
Cc1cc(C)nc(Nc2nc(C(N)Cc3ccc(C(F)(F)F)cc3)cs2)n1 (configuration not stated),-6.4%
COCCNC(=O)c1cccc(OC2CCN(Cc3ccccc3C)CC2)c1,8.4%

Carrying on:
SMILES | WRN helicase inh | EPAC1 antagonist | Mm-Cpn inhibitor | CCT chaperon mod | EPAC2 antag | EPAC1 agonist | PLK1 PBD block | PI5P4K alpha inh
CN(c1cccc(F)c1)c1cc2c(c3c1ccn3C)C1CCC2O1 (configuration not stated) | -6.1% | 5.1% | · | 1.3 | -25.4% | 5.1% | -9.4% | 0.0
CC(C)(CNc1ccc([N+](=O)[O-])cc1Cl)CNS(C)(=O)=O | 2.7% | -0.4% | -0.3% | -1.2 | -1.0% | 0.0% | -1.3% | 1.1
CCC(CC)C(=O)N(C)c1c(C)nc2c(OCc3cccc(Cl)c3)cccn12 | -6.7% | -6.4% | · | -4.1 | 11.6% | -12.6% | -0.6% | -0.4
O=C(CSc1nnnn1Cc1ccccc1)c1ccccc1 | 4.8% | 5.2% | 0.5% | -0.4 | -0.4% | 0.2% | -8.2% | -6.2
CC(NC(=O)c1ccc(OC2CCN(S(=O)(=O)N(C)C)CC2)cc1)C1CC1 (configuration not stated) | 10.3% | -6.2% | 1.1% | -5.7 | 2.9% | -6.6% | -5.2% | -1.8
Nc1nc(C(=O)N2CCOCC2)nn1S(=O)(=O)c1ccc(Cl)cc1 | -3.4% | -12.4% | 0.5% | 0.9 | -4.2% | -0.4% | 26.7µM* | -9.3
Cc1nnc(NC(=O)Cn2cnc3c2c(=O)n(C)c(=O)n3C)s1 | -3.1% | -13.7% | -0.8% | 1.0 | 0.0% | 1.4% | -10.6% | 2.0
COc1ccccc1C1CC(c2ccc(Cl)cc2)Nc2ncnn21 (configuration not stated) | 14.0% | 1.5% | -0.9% | 1.6 | 6.8% | 2.6% | 26.7µM* | -13.4
Nc1nc(Cl)cc(Sc2ccc(F)cc2)n1 | -2.5%[57.1 µM] | 9.1% | -3.3% | -7.6 | 7.4% | -2.3% | -3.4% | -2.3
CC1=CC(C2CC(=O)N(c3ccc(C)cc3)C2=O)CC2C(=O)N(c3ccc(C)cc3)C(=O)C12 (configuration not stated) | -5.3% | 2.2% | 1.4% | -1.9 | -4.8% | 6.9% | -4.7% | 5.9
Cc1nn(-c2ccccc2)c2nc(N)c(C#N)c(-c3ccc(O)c(O)c3)c12 | -10.4%[11.6 µM] | -29.2% | 1.9% | -2.5 | ? | -0.9% | 2.5% | ?
O=S(=O)(Cc1ccccc1)N1CCCc2ccccc21 | -8.4% | 0.3% | -1.3% | -1.1 | 17.8% | -0.4% | -0.6% | -3.8
COc1ccc(OC)c(N(CC(=O)NCCSC2CCCCC2)S(=O)(=O)c2ccccc2)c1 | -7.8% | -6.1% | 2.6% | 0.5 | -1.5% | -9.8% | 0.4% | -0.9
NC(=O)[C@@H]1CCNc2c(I)cc([N+](=O)[O-])cc2C(=O)N[C@@H](CCC(=O)O)C(=O)N[C@@H](CO)C(=O)N1 | -15.2%[57.1 µM] | -23.3% | -2.4% | 0.7 | 1.4% | 9.7% | -16.9% | 1.7
